GLA spleen mod: alpha-galactosidase A (human) modulation; P06280; human spleen homogenate, 4MU-alpha-Gal fluorescence, 40 min; Potency, µM (series often up to 80 µM), inactives show top-dose activity change, negative = inhibition, actives largely listed as inhibitors; hit rate 0.008% among 240,000; AID 2107;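 further: 0% = enzyme with vehicle and -100% = no enzyme basal signal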
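Human spleen homogenate (1 ug) as enzyme source, 4-methylumbelliferyl-alpha-D-galactopyranoside 1 mM final, citrate/phosphate pH 5.0 with 0.01% Tween-20. Compounds 40 min at 37C, NaOH/glycine stop; fluorescence Ex 365/Em 440, Hill-fit AC50.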
ALDH1A1 block: ALDH1A1 (human) enzyme inhibition; P00352; Purified ALDH1A1, NADH fluorescence, propionaldehyde substrate; Potency, µM (titrated, usually from 75.3 µM), for inactives: top-dose activity, negative = inhibition, usual class: inhibitors; hit rate 7.3% among 220,000; active means well fitted inhibition curve with a large enough effect, not every such curve was filed as active; inconclusive means small, poorly fitted or top-dose-only effect, or another doubt; inactive means no such curve, though single readings can be large or run the other way;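 further: plate controls were no enzyme wells and a reference inhibitor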
Target sequence (P00352 whole entry, looked up): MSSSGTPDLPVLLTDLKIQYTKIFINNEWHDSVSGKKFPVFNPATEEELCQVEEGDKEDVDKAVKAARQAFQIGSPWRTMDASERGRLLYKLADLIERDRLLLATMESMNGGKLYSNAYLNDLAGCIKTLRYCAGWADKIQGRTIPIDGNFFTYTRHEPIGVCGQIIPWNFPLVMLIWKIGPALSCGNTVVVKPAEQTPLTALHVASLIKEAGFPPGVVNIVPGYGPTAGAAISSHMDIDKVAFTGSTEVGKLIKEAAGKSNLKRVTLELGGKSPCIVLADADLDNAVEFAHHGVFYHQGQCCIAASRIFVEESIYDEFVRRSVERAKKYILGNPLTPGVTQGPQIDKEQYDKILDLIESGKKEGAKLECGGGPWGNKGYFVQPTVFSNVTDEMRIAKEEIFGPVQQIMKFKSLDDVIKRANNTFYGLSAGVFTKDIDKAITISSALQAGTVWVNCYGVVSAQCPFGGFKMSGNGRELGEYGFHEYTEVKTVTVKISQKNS
GAA inh: alpha-glucosidase (human) inhibition; P10253; purified human GAA, 4-MU-alpha-glucoside fluorescence; Potency, µM (series often up to 76.9 µM), for inactives: top-dose activity change, negative = inhibition, hits mostly inhibitors; hit rate 0.005% among 200,000; AID 1466;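 further: plate controls were uninhibited enzyme wells for no effect and no-enzyme background for full effect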
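AC50 values come from Hill fits of compound titrations (up to 77 uM) against 4 nM human enzyme. Substrate 4-methylumbelliferyl-alpha-D-pyranoside at 400 uM, pH 5.0 citrate buffer, 20 min room temperature; fluorescence Ex 365/Em 440 after alkaline stop.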
aGlu spleen mod: inhibits or activates alpha-glucosidase in human spleen homogenate. P10253. human spleen homogenate, 4-MU-alpha-glucoside fluorescence. Potency, µM (titrated, usually from 79.9 µM), without a hit: at the highest dose activity change, negative = inhibition, usual class: inhibitors. hit rate 0.006% among 240,000;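 further: 0% = enzyme with vehicle and -100% = no enzyme basal signal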
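Human spleen homogenate (1 ug) incubated with compounds and 1 mM 4-methylumbelliferyl-alpha-D-glucopyranoside in pH 5.0 citrate/phosphate buffer, 37 C, 40 min. Stopped at pH 10; 4-MU fluorescence (Ex 365/Em 440 nm); AC50 by Hill fit.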
JMJD2E inh: JMJD2E (human) inhibition; B2RXH2; JMJD2E catalytic domain, FDH-coupled NADH fluorescence (FDH is formaldehyde dehydrogenase); Potency, µM (doses to about 57.1 µM), for inactives: top-dose activity change, negative = inhibition, most hits filed as inhibitors; hit rate 1.6% among 230,000; AID 2147; active means well fitted inhibition curve with a large enough effect, not every such curve was filed as active; inconclusive means small, poorly fitted or top-dose-only effect, or another doubt; inactive means no such curve, though single readings can be large or run the other way;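 further: 0% = wells with enzyme and -100% = buffer wells without enzyme; nearly all actives have a fitted effect of over 50% in size; many of its hits are not listed in these tables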
GAA glycogen: GAA glycogen-cleavage inhibition or activation | hit rate 0.38% among 300,000 | recombinant GAA, glycogen substrate, Amplex Red glucose oxidase fluorescence | P10253 | AID 2100 | Potency, µM (doses to about 76.4 µM), for inactives: at the highest dose activity change, negative = inhibition, most hits filed as inhibitors;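 further: 0% = full enzyme reaction and -100% = no-enzyme basal signal; the screen sought inhibitors and activators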
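Natural-substrate format: glycogen cleavage by 4 nM human enzyme, glucose read by Amplex Red coupling (Ex 573, Em 610 nm). Normalized to enzyme and no-enzyme controls.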
SMN2 splice enh: enhancers of SMN2 splice variant expression; HEK293 SMN2-luciferase splicing reporter, luminescence, 30-36 h; Potency, µM (top dose mostly 46.1 µM), inactives show at the top dose activity change, positive = activation, usual class: activators; hit rate 2.8% among 210,000; AID 1458; further: % of control where 0% means no effect; nearly all actives have a fitted effect of over 55% in size
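HEK293 cells carry an SMN2 minigene-luciferase reporter in which exon 7 inclusion puts luciferase in frame. Cells were seeded at 2000 cells/well, attached for 10-12 hours, then exposed to compounds for 30-36 hours at 37C before ONE-Glo luminescence.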
GoLoco inh red: blocks human Gai1 binding to RGS12 GoLoco peptide, red readout; P63096; Potency, µM (doses to about 61.6 µM), for inactives: at the highest dose activity, negative = inhibition, actives largely listed as inhibitors; hit rate 0.44% among 230,000; Gai1:RGS12 GoLoco peptide FP, rhodamine, 10 min; active means well fitted inhibition curve with a large enough effect, not every such curve was filed as active; inactive means no such curve, though single readings can be large or run the other way; further: on the % scale 0 is the no-effect control and ±100 the full control effect; nearly all actives have a fitted effect of over 30% in size; many of its hits are not listed in these tables
Target sequence (P63096 whole entry, looked up): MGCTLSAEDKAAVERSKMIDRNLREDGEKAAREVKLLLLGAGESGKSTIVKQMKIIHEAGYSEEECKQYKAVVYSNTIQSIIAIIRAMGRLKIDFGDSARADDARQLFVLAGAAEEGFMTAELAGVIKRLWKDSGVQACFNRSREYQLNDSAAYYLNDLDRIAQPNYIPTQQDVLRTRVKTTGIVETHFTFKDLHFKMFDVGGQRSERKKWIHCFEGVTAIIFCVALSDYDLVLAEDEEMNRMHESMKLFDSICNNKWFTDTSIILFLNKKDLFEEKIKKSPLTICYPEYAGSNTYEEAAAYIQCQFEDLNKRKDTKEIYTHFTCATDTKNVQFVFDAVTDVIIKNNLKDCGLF
Starred values were filed as active, the others as inactive; ? = inconclusive; / = no result given; & = joins results of further samples; [ ] = another dose, or the depositor's remark. Unless noted, the call rests on the fitted dose curve; in most records, active means well fitted curve in the direction sought with a large enough effect; inconclusive means small, poorly fitted or top-dose-only effect, or another doubt; inactive means no such curve, though single readings can be large; an effect the other way counts as inactive or inconclusive. Potency means the concentration at half of the fitted maximal effect.

cpd | mol | SMN2 splice enh | GLA spleen mod | ALDH1A1 block | JMJD2E inh
1 | CCOC(=O)c1oc2ccc(CNCCO)c(Cl)c2c1C | 24% | 9% | -2% | -2%
2 | CN(c1ccccc1)S(=O)(=O)c1cccc(C(=O)OCC(=O)NCc2ccco2)c1 | 0% | 5% | -3% | 1%
3 | CCn1c(SCC(=O)N2CCc3ccccc3C2)nc2c1c(=O)n(C)c(=O)n2C | -8% | -13% | -14% | -3%
4 | CCN(CC)S(=O)(=O)c1ccc(C2CNC(=O)C2)cc1 (stereo unspecified) | -11% | 22% | 2% | -10%
5 | Cc1ccc(N2C(=O)c3ccccc3C2=O)cc1C | -2% | 11% | 1% | -16%
6 | Cc1cccn2c(=O)c3cc(C(=O)O)n(C)c3nc12 | 10% | -1% | ? | -3%
7 | Cc1ccc(C)n1-c1ccc(C(=O)Nc2ccccc2)cc1 | 13µM* | -9% | 28µM* | -25%
8 | COc1ccc(CNC(=O)N[C@H](C(=O)O)C(C)C)cc1OC | / | -12% | / | -5%

cpd | GoLoco inh red | GAA inh | GAA glycogen | aGlu spleen mod
1 | 2% | 3% | -10% | 1%
2 | -12% | 2% | 5% | 4%
3 | 6% | -6% | 1% | -5%
4 | 4% | ? | 2% | -20%
5 | 9% | -16%[15.4 µM] | -6% | -23%
6 | 12% | ? | 1% | -2%
7 | 41%[activator] | -12% | 14% | -10%
8 | -7% | -1%[15.4 µM] | -7% | 1%

(further entries)
cpd | mol | SMN2 splice enh | GLA spleen mod | ALDH1A1 block | JMJD2E inh
9 | O=C(COC(=O)c1ccc([N+](=O)[O-])s1)Nc1ncc(C(F)(F)F)cc1Cl | 2% | -5% | 18µM* | 20µM*
10 | COc1ccc(CSc2nnc(C)n2N)cc1 | -8% | 5% | 3% | 11%
11 | CCOc1ccc(/C=N/NC(=O)CSc2ccccn2)cc1O | / | -10% | / | -5%
12 | C/[N+]([O-])=C\C1C(=O)CCCC1=O | 10% | 5% | 2% | -5%
13 | COC(=O)C1C(C(C)C)N(c2ccccc2)OC1(C)O (stereo unspecified) | 2% | 0% | -19% | 0%
14 | CCS(=O)(=O)N1CCC(C(=O)Nc2cccc(C(C)=O)c2)CC1 | -4% | -1% | 10% | 4%
15 | CC1=C(C)CC(C(=O)NNC(=O)c2ccccc2O)C(C(=O)O)C1 (stereo unspecified) | -11% | 2% | 0% | ?
16 | O=C1C(C23CC4CC(CC(C4)C2)C3)C(=O)N(c2ccccc2)N1c1ccccc1 | -24% | -14% | 10% | -3%

cpd | GoLoco inh red | GAA inh | GAA glycogen | aGlu spleen mod
9 | 54%[activator] | -4% | -10% | -6%
10 | 7% | 1% | -8% | 1%
11 | 6% | / | ? | -13%
12 | 8% | -4% | -2% | 3%
13 | 8% | -7% | ? | -3%
14 | -3% | 3% | -3% | -13%
15 | 7% | -2% | -16% | -13%
16 | 3% | -11% | 8% | 5%

Next section; the last 7 above are carried over.
cpd | mol | SMN2 splice enh | GLA spleen mod | ALDH1A1 block | JMJD2E inh
10 | COc1ccc(CSc2nnc(C)n2N)cc1 | -8% | 5% | 3% | 11%
11 | CCOc1ccc(/C=N/NC(=O)CSc2ccccn2)cc1O | / | -10% | / | -5%
12 | C/[N+]([O-])=C\C1C(=O)CCCC1=O | 10% | 5% | 2% | -5%
13 | COC(=O)C1C(C(C)C)N(c2ccccc2)OC1(C)O (stereo unspecified) | 2% | 0% | -19% | 0%
14 | CCS(=O)(=O)N1CCC(C(=O)Nc2cccc(C(C)=O)c2)CC1 | -4% | -1% | 10% | 4%
15 | CC1=C(C)CC(C(=O)NNC(=O)c2ccccc2O)C(C(=O)O)C1 (stereo unspecified) | -11% | 2% | 0% | ?
16 | O=C1C(C23CC4CC(CC(C4)C2)C3)C(=O)N(c2ccccc2)N1c1ccccc1 | -24% | -14% | 10% | -3%
17 | COc1cc2c(cc1OC)CN(C(=O)CCN1C(=O)C3CCCCC3C1=O)CC2 (stereo unspecified) | 16% | -6% | 7% | 5%
18 | COc1ccc(C[C@H]2CN3C(=NC[C@@H]3Cc3ccccc3)N2CCNC(=O)c2ccc(C)c(Br)c2)cc1 | / | 4% | ? | 4%
19 | CCCN(CC(=O)Nc1ccccc1C)C(=O)c1cc(=O)[nH]c2ccccc12 | -14% | 24% | -3% | ?
20 | CC(=O)Nc1ccc(-c2csc(NC(=O)Nc3ccccc3)n2)cc1 | -80%[inhibitor] | -4% | ? | -22%
21 | Cc1cccc(NC2(C(F)(F)F)N=C3SCCN3C2=O)n1 (stereo unspecified) | 9% | 4% | 0% | -1%
22 | Cc1ccc(NC(=O)/C(CN(C)C)=N\O)cc1 | ? | -1% | 2% | 4%
23 | O=C(COc1ccc2ccccc2c1)NNC(=O)Cc1ccccc1 | -8% | -8% | 2% | 8%
24 | CC1(C)Cc2c(sc(/N=C/N3CCCC3)c2C#N)C(C)(C)N1 | 11% | -1% | -2% | 2%

cpd | GoLoco inh red | GAA inh | GAA glycogen | aGlu spleen mod
10 | 7% | 1% | -8% | 1%
11 | 6% | / | ? | -13%
12 | 8% | -4% | -2% | 3%
13 | 8% | -7% | ? | -3%
14 | -3% | 3% | -3% | -13%
15 | 7% | -2% | -16% | -13%
16 | 3% | -11% | 8% | 5%
17 | 3% | -11% | 2% | -2%
18 | 1% | / | -10% | 5%
19 | -3% | -3% | 7% | -6%
20 | 48%[activator] | 0% | 0% | -18%
21 | -10% | 10% | -2% | 0%
22 | 15% | 8% | 2% | 6%
23 | 32%[activator] | -1% | 9% | -12%
24 | -8% | -8% | 1% | -9%

Next section.
cpd | mol | SMN2 splice enh | GLA spleen mod | ALDH1A1 block | JMJD2E inh
25 | Cc1ccc(-n2nc(C)c(/C=N/n3c(C)n[nH]c3=S)c2Cl)cc1 | 2% | 3% | ? | 5%
26 | COc1ccc(NC(=O)C2CCCN(c3nc(C)cc(C)n3)C2)cc1 (stereo unspecified) | -11% | 9% | 5% | -16%
27 | CN(C1CCS(=O)(=O)C1)S(=O)(=O)c1ccccc1[N+](=O)[O-] (stereo unspecified) | 8% | -1% | -5% | 3%
28 | CCCCCCn1c(N2CCN(c3ccccc3)CC2)nc2c1c(=O)[nH]c(=O)n2C | 7% | 3% | -13% | 3%
29 | CCC(C)NS(=O)(=O)c1ccc(OCC(=O)NCc2ccccn2)cc1 (stereo unspecified) | -11% | -5% | 4% | -4%
30 | CCc1ccc(-n2c(C)nc3cc(C(=O)NCc4cccnc4)ccc32)cc1 | 3% | 5% | 3% | -12%
31 | Cc1ccc(S(=O)(=O)NCc2ccc(C(=O)N(C)CCC#N)cc2)cc1 | -12% | -3% | ? | 5%
32 | COc1ccccc1-n1c(C)nnc1SCC(=O)Nc1cccc(C(C)=O)c1 | -10% | -1% | ? | 1%

cpd | GoLoco inh red | GAA inh | GAA glycogen | aGlu spleen mod
25 | -8% | 0% | 3% | 1%
26 | 17% | ? | 2% | 1%
27 | 1% | 5% | 9% | -14%
28 | 3% | ? | -2% | 5%
29 | 2% | 9% | 13% | -1%
30 | 72%[activator] | -2% | -3% | -4%
31 | 1% | -10% | 6% | -4%
32 | 10% | ? | 3% | -3%

Later entries:
cpd | mol | SMN2 splice enh | GLA spleen mod | ALDH1A1 block | JMJD2E inh
33 | CC(=O)Nc1ccc(OC(=O)c2ccc(Br)c([N+](=O)[O-])c2)cc1 | 2% | -2% | 1% | -10%
34 | O=C(OCc1nnc(-c2ccccc2)o1)C1=COCCO1 | 16% | -8% | -2% | 1%
35 | Cc1cccc(C(=O)Nc2ccc(O)cc2C(=O)O)c1 | 3% | 8% | ? | 5%
36 | O=C(N1CCOCC1)N1CCN(S(=O)(=O)c2ccccc2)C1 | 8% | 0% | 6% | -3%
37 | CN1C[C@@H]2C(c3ccc(Cl)nc3)C3(c4ccccc4)CC2(C3)[C@H]1c1ccccc1 (stereo partly specified) | -16% | 1%&-11% | -3% | 10%&-14%
38 | O=C(NCc1cccc(Cl)c1)c1cnccn1 | -4% | -6% | 11% | 3%
39 | CCn1ccnc1CN(C)Cc1cn[nH]c1-c1ccc(F)cc1F | -34%[inhibitor] | 1% | 2% | -13%
40 | CC(=O)N1N=C(c2cccc([N+](=O)[O-])c2)OC1c1ccccc1Cl (stereo unspecified) | -2% | -14% | ? | 3%

cpd | GoLoco inh red | GAA inh | GAA glycogen | aGlu spleen mod
33 | -9% | ? | 14% | 1%
34 | 7% | -1% | -16% | -4%
35 | 1% | 1% | -23% | 4%
36 | -9% | -13% | 3% | -4%
37 | 0%&2% | / | 6% | -16%&-4%
38 | -9% | -5% | 4% | -6%
39 | 9% | 9% | 7% | -2%
40 | -7% | -3% | -1% | -2%

Going on with the list:
cpd | mol | SMN2 splice enh | GLA spleen mod | ALDH1A1 block | JMJD2E inh
41 | Cc1cc(C)cc(NC(=S)NC(=O)CCN2C(=O)c3ccccc3C2=O)c1 | -7% | 6% | ? | -1%
42 | CN(C)c1cc[n+](Cc2c(Cl)cccc2Cl)cc1 | -90%[inhibitor] | -3% | 4% | 10%
43 | Cc1cccc(-n2c(N)cc(=O)nc2SCC(=O)Nc2nnc(C)s2)c1 | -8% | 4% | 4% | 2%
44 | COc1cccc(CNC(=O)C2CCCN(S(=O)(=O)c3c(C)[nH]c(=O)[nH]c3=O)C2)c1 (stereo unspecified) | -15% | 3% | 11% | 9%
45 | Cc1ccc(-n2c3nc(=O)[nH]c(=O)c-3cc3c(C)nn(-c4ccccc4)c32)c(C)c1 | -5%&15% | 1% | ? | 8%
46 | CC(=O)Nc1ccc(-c2csc(NCc3ccco3)n2)cc1 | 13µM* | 3% | ? | -4%
47 | CCOC(=O)/C(C#N)=C/c1cn(CCC(=O)O)nc1-c1cccc(Br)c1 | 15% | 2% | -2% | -2%
48 | COCCN(C(=O)C(C)C)c1nnc(-c2ccc(C(C)(C)C)cc2)s1 | / | 2% | ? | ?

cpd | GoLoco inh red | GAA inh | GAA glycogen | aGlu spleen mod
41 | 10% | -2% | -24% | -6%
42 | 10% | -5% | -6% | -2%
43 | 8% | -1% | 7% | 1%
44 | 1% | 4% | -4% | -2%
45 | -11% | ? | 15%[76.3 µM] | 0%
46 | 18% | ? | -13% | 2%
47 | 8% | -13% | 9% | 1%
48 | 10% | -12% | 1% | -1%

Bioassay records as filed in PubChem BioAssay.

These rows are one share of the data, so the mix of outcomes need not match the whole.
